EPAC1 ag: agonists of human EPAC1; O95398; EPAC1 agonist qHTS, biochemical assay; response scale: 100% = response to 6.5 mM cAMP; Potency, µM (titrated, usually from 154 µM), without a hit: at the highest dose activation, usual class: activators; 0.073% of 360,000 active; also: potency is read from the fitted curve at half-maximal effect; nearly all actives have a fitted effect of over 60% in size
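EPAC1 100 nM, Rap1B–BODIPY-GDP 250 nM, unlabeled GDP 50 uM; compound titration; 5 min RT; kinetic read ex480/em540 at 5-min intervals ×30 min; data normalized to 6.5 mM cAMP agonist control.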
EPAC1 antagonist: blocks human EPAC1 exchange factor; EPAC1 GEF assay, Rap1b-BODIPY-GDP exchange fluorescence; Potency, µM (top dose mostly 115 µM), without a hit: at the highest dose activity change, negative = inhibition, most hits filed as inhibitors; 0.14% of 360,000 active;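 also: potency is read from the fitted curve at half-maximal effect; plate controls were vehicle for no effect and positive control for full effect; nearly all actives have a fitted effect of over 50% in size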
PI5P4Ka inh: PI5P4K alpha (human) kinase inhibition | PI5P4Kalpha enzyme, ADP-Glo luminescence, 60 min; hits give low values | max response, % | 1.2% of 330,000 active; active = max response of -50% or lower; inconclusive = between -30% and -50%; inactive = -30% or higher; also: value at the top dose of about 77 µM; % is scaled to controls: 0 for no effect and ±100 for the full control effect
Target sequence (P48426 whole entry, looked up): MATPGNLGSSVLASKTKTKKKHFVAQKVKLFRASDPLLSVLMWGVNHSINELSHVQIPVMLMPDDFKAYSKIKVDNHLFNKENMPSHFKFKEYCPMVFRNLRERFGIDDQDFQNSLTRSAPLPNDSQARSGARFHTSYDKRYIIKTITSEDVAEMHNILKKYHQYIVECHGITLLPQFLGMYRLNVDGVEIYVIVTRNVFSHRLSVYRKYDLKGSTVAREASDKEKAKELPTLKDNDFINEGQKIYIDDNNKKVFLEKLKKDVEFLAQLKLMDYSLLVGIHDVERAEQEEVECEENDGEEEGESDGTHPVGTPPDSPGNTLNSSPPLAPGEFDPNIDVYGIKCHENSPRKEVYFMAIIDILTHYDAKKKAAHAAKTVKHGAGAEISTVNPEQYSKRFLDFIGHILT
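Single end-point luminescence (ADP-Glo) quantified ADP from PI5P4Kalpha turnover; ATP 5 microM final, 1 h at RT, 0.1% CHAPS and 0.28 mM EGTA in HEPES pH 7.4.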
PLK1 PBD inh: blocks phosphopeptide binding to human PLK1 polo-box domain | P53350 | Plk1 PBD binding of FITC phosphopeptide, fluorescence polarization | Potency, µM, for inactives: max response, negative = inhibition, hits mostly inhibitors | 2.8% of 360,000 active; also: potency is read from the fitted curve at half-maximal effect; series mostly up to about 57 µM; % is scaled to controls: 0 for no effect and ±100 for the full control effect; nearly all actives have a fitted effect of over 65% in size
Target sequence (P53350 whole entry, looked up, the tested form may be a part): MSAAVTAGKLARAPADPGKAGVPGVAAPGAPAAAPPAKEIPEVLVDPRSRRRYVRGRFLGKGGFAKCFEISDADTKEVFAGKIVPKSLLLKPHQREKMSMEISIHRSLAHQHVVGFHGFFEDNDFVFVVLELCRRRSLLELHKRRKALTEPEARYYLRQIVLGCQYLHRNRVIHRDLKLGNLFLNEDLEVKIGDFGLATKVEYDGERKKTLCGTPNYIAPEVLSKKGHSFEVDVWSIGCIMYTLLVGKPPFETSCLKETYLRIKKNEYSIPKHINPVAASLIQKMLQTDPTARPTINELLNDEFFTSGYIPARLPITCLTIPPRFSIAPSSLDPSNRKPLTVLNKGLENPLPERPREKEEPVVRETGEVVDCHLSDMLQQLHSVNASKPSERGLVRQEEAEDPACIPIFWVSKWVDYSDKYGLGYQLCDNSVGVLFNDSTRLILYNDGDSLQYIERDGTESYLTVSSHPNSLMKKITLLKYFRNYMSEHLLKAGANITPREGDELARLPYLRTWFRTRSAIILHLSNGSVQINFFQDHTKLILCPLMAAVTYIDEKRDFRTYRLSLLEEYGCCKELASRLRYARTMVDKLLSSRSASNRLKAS
CCT modulator: changes cytosolic chaperonin activity | purified chaperonin ATPase assay, HTRF ADP detection, 30 min | activity change, % (test concentration not listed), hits read low | 0.3% of 360,000 active | AID 651819; in the data active = activity change below about -30%; also: % is scaled to controls: 0 for no effect and ±100 for the full control effect
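Enzyme 40 or 20 nM (batch-dependent) in Tris pH 7.4/KCl/MgCl2/DTT; cpd 76 uM single point; ATP 10 uM; 30 min 37 °C; Transcreener ADP HTRF detection, 30 min RT; ratio 665/615.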
EPAC2 agonist: EPAC2 (human) agonism. 0.079% of 360,000 active. Q8WZA2. AID 720711. Potency, µM (titrated, usually from 154 µM), without a hit: at the highest dose activation, hits mostly activators. EPAC2 activation, biochemical qHTS; response scale: 100% = 6.5 mM cAMP response; also: potency is read from the fitted curve at half-maximal effect; nearly all actives have a fitted effect of over 50% in size
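qHTS, titration series. 100 nM EPAC2 / 250 nM Rap1B-BODIPY-GDP / 50 uM GDP; RT; ex 480/em 540 nm, 5-min reads to 30 min. Norm. to 6.5 mM cAMP = activation.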
IL2 activator: activates IL-2 in a cell-based reporter assay; 0.065% of 360,000 active; activation, % (series mostly up to about 46 µM); IL-2 activation reporter assay, cell-based qHTS; stimulated with anti-CD3/CD4/CD28 beads; in transgenic mouse T cells; AID 652025; in the data active = activation above about 50%; inconclusive = mostly about 30% to 49%; also: 0% is about no effect
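Unstimulated transgenic mouse T cells preincubated 60 min with compound, then stimulated with anti-CD3/anti-CD4-coated beads plus anti-CD28 for 18 h at 37 degrees C. IL-2 response read as EGFP and DsRed fluorescence by plate cytometry.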
WRN inhibitor: blocks human WRN helicase; Potency, µM (titrated, usually from 114 µM), for inactives: at the top dose activity change, negative = inhibition, hits mostly inhibitors; WRN helicase unwinding, fluorescent forked duplex, kinetic; 0.46% of 360,000 active; also: potency is read from the fitted curve at half-maximal effect; % is scaled to controls: 0 for no effect and ±100 for the full control effect; nearly all actives have a fitted effect of over 55% in size
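Screening of the MLSMR collection measured strand separation of a quenched forked DNA duplex (100 nM) by 20 nM WRN with 2 mM ATP, all final. Compounds were preincubated with enzyme 15 min at room temperature.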
An asterisk follows results filed as active; ? = inconclusive; nt = no result given; [ ] = remark or other dose. Unless noted, calls follow the shape of the dose curve; as a rule, active = well fitted curve in the direction sought with a large enough effect; inconclusive = small, poorly fitted or top-dose-only effect, or another doubt; inactive = no such curve, though single readings can be large; an effect the other way counts as inactive or inconclusive. A portion of the library; the hit share may differ from the screen's.

SMILES	EPAC1 ag	EPAC1 antagonist	PI5P4Ka inh	PLK1 PBD inh	CCT modulator	EPAC2 agonist	IL2 activator	WRN inhibitor
Cc1ccc(OCC(=O)Nc2sc3c(c2C#N)CCC3)cc1	1%	-6%	nt	-6%	-13	4%	-1.2	-10%
Cc1ccc(S(=O)(=O)N2[C@@H](c3ccc(Cl)cc3)C(C(=O)O)=C[C@H]2CC2CCCC2)cc1	-18%	-25%	0	19µM*	0.0	4%	-0.2	-6%
COCCCC1CCN(Cc2nc(-c3ccccc3)no2)CC1	-4%	7%	10	5%	-2.5	-8%	-0.6	-7%[57.1 µM]
COc1cccc(C(=O)Nc2ccc(NC(=O)C(C)(C)C)cn2)c1	2%	-5%	-2	-6%	-0.6	2%	-0.4	11%
Cc1ccc(S(=O)(=O)N(CC(=O)O)Cc2ccccc2)cc1	4%	6%	nt	-9%	-1.1	7%	3.5	11%
CC12C=CC(=O)C=C1CCC1C3CCC(O)(C(=O)CO)C3(C)CC(O)C12F (centres undefined)	-3%	6%	14	0%	-1.6	1%	-4.5	4%
COc1ccc(-c2[nH]c(-c3ccc(Cl)cc3)nc2SCC(=O)Nc2nccs2)cc1	-3%	-11%	-22	-21%	-3.1	-3%	-5.5	-2%
O=C(O)C1CCN(S(=O)(=O)c2ccc(N3CCC(O)CC3)c([N+](=O)[O-])c2)CC1	1%	3%	-2	-9%	-1.5	-2%	-1.2	-17%
CCOC(=O)C1(C)CCCN(C(=O)c2ccc(OC)c(OC)c2)C1 (centres undefined)	2%	9%	-4	-10%	-1.7	9%	0.4	7%
CCSc1nc2c(c(=O)n1Cc1ccccc1)SC(C)C2 (centres undefined)	14%	-9%	nt	-8%	-2.0	12%	-1.7	-10%
COc1ccc(C(=O)C(=O)N2CCN(c3ccccc3F)CC2)cc1	-1%	13%	-6	-5%	nt	7%	0.3	-4%
Cc1cc(NC(=O)CSc2nnc(-c3ccncc3)n2C)n(-c2ccccc2)n1	-1%	9%	2	3%	-0.5	4%	-0.8	-24%
NS(=O)(=O)c1ccc(NC(=O)C2CCCN(S(=O)(=O)c3ccc(F)cc3)C2)cc1 (centres undefined)	8%	8%	nt	-7%	-0.2	7%	0.5	2%
NS(=O)(=O)c1ccc(CCNC(=O)COC(=O)C2CCC2)cc1	-8%	-16%	-6	2%	0.5	3%	-0.8	-6%
CCCn1c2ccccc2c2nnc(SCC(=O)OC)nc21	1%	4%	nt	-10%	-2.2	5%	-1.2	-3%
CC1=NN=C(c2ccccc2)C(c2c[nH]c3ccccc23)N1O (centres undefined)	6%	0%	2	-13%	-0.7	-2%	-1.9	-12%
COc1cc(/C=C/C(=O)OC2CC3CCC2(C)C3(C)C)ccc1O (centres undefined)	-24%	-29%	36	-12%	-1.3	1%	-0.7	-1%
CC(C)C[C@H]1CN([C@@H](Cc2ccccc2)CN2CCCC2CN2C(=S)NC[C@@H]2Cc2ccccc2)C(=S)N1CC1CCCCC1 (some centres undefined)	-11%	3%	13	0%	0.1	-2%	0.2	-5%
Nc1c(C(=O)N/N=C/c2ccc([N+](=O)[O-])cc2)sc2nnc(-c3ccccc3)c(-c3ccccc3)c12	20%	0%	-2	-4%	-2.2	3%	0.2	-12%
CC(=O)c1ccccc1NC(=O)CCN1C(=O)C2CCCCC2C1=O (centres undefined)	0%	-8%	-14	9%	1.2	7%	-0.5	-9%
C/C(=N/NS(=O)(=O)c1ccc(C(C)C)cc1)c1ccncc1	11%	8%	6	?	0.9	-1%	-3.7	3%
CCN1C(=O)/C(=C2\C=Cc3ccccc3N2CC)OC1=S	10%	3%	nt	-3%	-2.4	4%	-2.5	6%
Cc1ccc(-c2nc3c(Cl)cc(C(F)(F)F)cn3c2Cc2ccsc2)cc1	4%	5%	-1	-5%	1.0	6%	1.2	-4%
O=C(CSc1ncccn1)Nn1cnnc1	-2%	-12%	nt	-1%	-3.6	6%	-1.9	5%
C/C(=N\Nc1cc(C)nc(NCc2ccccc2)n1)c1cccc([N+](=O)[O-])c1	-3%	9%	1	1%	-2.1	-2%	0.2	7%
(next part)
SMILES	EPAC1 ag	EPAC1 antagonist	PI5P4Ka inh	PLK1 PBD inh	CCT modulator	EPAC2 agonist	IL2 activator	WRN inhibitor
COc1ccc2[nH]c(=O)c(CNc3ccccc3OC)cc2c1	15%	?	-3	-20%	-0.9	-1%	-2.0	-1%
CSc1nc2n(n1)C(c1cccc(F)c1)C(C(=O)Nc1ccc(C)cc1C)=C(C)N2 (centres undefined)	7%	11%	-4	0%	-0.9	1%	-0.4	12%
Cc1cccc2sc(NC(=O)C3c4ccccc4Oc4ccccc43)nc12	12%	-14%	nt	-6%	-0.8	10%	-1.8	-9%
CCc1ccccc1SCc1noc(C(=O)NCC2CCCO2)c1C(=O)O (centres undefined)	-1%	10%	-1	-10%	-0.6	0%	-2.2	-11%
COc1ccc(N2CC(C(=O)Nc3c4c(nn3-c3ccc(OC)cc3)CS(=O)(=O)C4)CC2=O)cc1 (centres undefined)	-9%	0%	3	-6%	2.0	3%	0.0	4%[11.6 µM]
CCN1CCN(S(=O)(=O)c2ccc(Cl)c(C(=O)N(C)CC(=O)Nc3c(C)cccc3C)c2)CC1	-13%	32%[activator]	7	-4%	-2.1	3%	-0.1	-5%
O=[N+]([O-])c1cc(Br)c(O)c(/C=N/Nc2nc3ccccc3s2)c1	-6%	-4%	-7	?	1.5	-3%	-1.7	-18%
CCc1ccc(NC(=O)[C@H](C)NC(=O)C2CCN(C(=O)[C@@H](N)C(C)C)CC2)cc1	10%	-6%	-2	-6%	0.5	5%	-0.7	-10%
Cc1cccc(N=N/C(=C\O)C(=O)c2cccs2)c1	8%	-5%	-11	-16%	-1.4	2%	2.0	-12%
Cc1ccc(CSCCNC(=O)c2ccc(N(C)S(=O)(=O)c3ccccc3)cc2)cc1	10%	-21%	9	-1%	1.9	0%	0.5	-7%
Cc1noc(C)c1NC(=O)N(C)C[C@H]1Oc2ccc(NS(=O)(=O)c3ccccc3)cc2C(=O)N([C@H](C)CO)C[C@@H]1C	1%	-2%	-5	-14%	-0.6	1%	1.3	-1%
COc1ccc(C2=NNC(=O)CC2)cc1	-4%	-6%	0	?	-3.9	17%	0.2	10%
COCC1CCN(C(=O)c2cc(COc3ccc(OC)cc3Cl)on2)C1 (centres undefined)	-14%	7%	2	-21%	0.8	5%	-2.8	11%
CCOC(=O)Cn1c(=O)n(Cc2ccco2)c(=O)c2ccc(C(=O)NCCc3ccccc3)cc21	5%	3%	nt	0%	-3.4	3%	0.6	-2%
CCC1CCCCN1C(=S)Nc1ccc(C(C)=O)cc1 (centres undefined)	-8%	1%	-4	-11%	1.9	-7%	0.4	-14%
CCOCc1c(C(=O)N2CCN(Cc3ccc(Br)s3)CC2)oc2ccccc12	9%	13%	1	-5%	-0.2	23%	0.3	4%
CC(C)(C)OC(=O)N1CCC[C@H]1C(=O)O	3%	2%	8	-14%	-1.3	8%	-0.4	3%
NC1=NC(=O)C(c2ccccc2)(c2ccccc2)S1	4%	-5%	-3	1%	-1.0	-4%	-1.4	7%
CCCCCO	-3%	-3%	1	-15%	-1.4	14%	-0.4	-1%
CS(=O)(=O)N(CC(=O)N/N=C/c1ccc(OCC(=O)N2CCOCC2)cc1)c1ccccc1Cl	-9%	-16%	-7	-3%	-0.9	-8%	1.6	3%
COCCN(Cc1ccccc1)C(=O)Cc1ccc(OC)c(S(=O)(=O)N2CCOCC2)c1	23%	-13%	-4	0%	0.7	5%	-0.1	6%
COc1ccc(N(CC(=O)NCc2ccccc2)S(=O)(=O)c2c(C)nn(C)c2C)cc1	6%	5%	2	-12%	-0.8	12%	-3.4	1%
O=S(=O)(c1cc(Cl)ccc1Cl)n1cccn1	-17%	-7%	16	-2%	-0.8	0%	-0.1	-3%
Cc1[nH]c(=S)[nH]c(=O)c1CCCO	4%	13%	-2	-2%	2.0	9%	-0.5	5%
CC(C)C(=O)NN(C(=O)C(C)C)c1nc2ccccc2s1	-2%	21%	5	0%	1.0	11%	1.1	-13%

Continued, overlapping the part above by 5 compounds.
SMILES	EPAC1 ag	EPAC1 antagonist	PI5P4Ka inh	PLK1 PBD inh	CCT modulator	EPAC2 agonist	IL2 activator	WRN inhibitor
COCCN(Cc1ccccc1)C(=O)Cc1ccc(OC)c(S(=O)(=O)N2CCOCC2)c1	23%	-13%	-4	0%	0.7	5%	-0.1	6%
COc1ccc(N(CC(=O)NCc2ccccc2)S(=O)(=O)c2c(C)nn(C)c2C)cc1	6%	5%	2	-12%	-0.8	12%	-3.4	1%
O=S(=O)(c1cc(Cl)ccc1Cl)n1cccn1	-17%	-7%	16	-2%	-0.8	0%	-0.1	-3%
Cc1[nH]c(=S)[nH]c(=O)c1CCCO	4%	13%	-2	-2%	2.0	9%	-0.5	5%
CC(C)C(=O)NN(C(=O)C(C)C)c1nc2ccccc2s1	-2%	21%	5	0%	1.0	11%	1.1	-13%
O=C(Nc1ccc2ccccc2c1)/C(=C\c1ccc2c(c1)OCO2)NC(=O)c1ccco1	-5%	6%	8	6%	0.5	-7%	0.6	-7%[57.1 µM]
CC(C)CNC(=O)c1ccc(-c2ccc(F)c(F)c2)c2ccoc12	1%	-20%	5	-2%	1.0	-2%	-0.4	-10%
O=C(COc1ccc(Cl)cc1Br)N1CCN(c2ccccc2)CC1	9%	0%	15	-6%	-1.2	-1%	0.7	-7%
CCCCn1c(N)c(N(CC(C)C)C(=O)COC(=O)c2ccccc2NCCO)c(=O)[nH]c1=O	11%	-9%	4	0%	-1.7	-10%	-0.3	-9%
COc1ccc2cc(-c3cc(C(=O)O)c4ccccc4n3)ccc2c1	-7%	0%	-18	-3%	-0.3	-4%	1.2	0%
C#CCCOC(=O)N1C2=NC(C(=O)OC)=C(C(=O)OC)[C@@H]3Nc4ccccc4[C@]23C[C@H]1C(=O)OC	-10%	6%	1	1%	1.0	7%	0.9	-22%
CCOC(=O)c1c(C)[nH]c(C(=O)N2CCCC(C(=O)c3ccccc3OC)C2)c1C (centres undefined)	-4%	-2%	-1	-1%	0.3	-8%	-1.7	3%
COc1ccc(OC)c(CN2CCN(c3ccccc3OC)CC2)c1	-6%	0%	nt	0%	0.1	10%	-3.2	5%
O=C(c1ccccc1)N1N=C(C(F)(F)F)CC1(O)c1ccccc1O (centres undefined)	-2%	-21%	4	-19%	-1.0	6%	-0.2	-7%
Cc1ccc([C@H]2N[C@]3(CCCN(Cc4ccc(C(F)(F)F)cc4)C3=O)[C@H]3C(=O)N(Cc4ccccc4)C(=O)[C@@H]23)cc1	-12%	-9%	-10	5%	-5.8	9%	-3.8	13%
